Source: PubChem BioAssay (Johns Hopkins Ion Channel Center)
MrgX1 antag = blocks BAM8-22 activation of human MrgX1 receptor | AID 588676 | MRGX1-HEK293 calcium flux, Fluo-4, BAM8-22 antagonism; active compounds read low | B-score at 10 µM | 310,000 tested, 1.3% active | Q96LB2;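 active means calcium-response B-score plate-corrected more than 3 library SD below zero, starting fluorescence within 5 deviations, no agonist response on first addition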;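 further: peak minus trough fluorescence over baseline after final BAM8-22 challenge near maximal dose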
Target sequence (Q96LB2 whole entry, looked up): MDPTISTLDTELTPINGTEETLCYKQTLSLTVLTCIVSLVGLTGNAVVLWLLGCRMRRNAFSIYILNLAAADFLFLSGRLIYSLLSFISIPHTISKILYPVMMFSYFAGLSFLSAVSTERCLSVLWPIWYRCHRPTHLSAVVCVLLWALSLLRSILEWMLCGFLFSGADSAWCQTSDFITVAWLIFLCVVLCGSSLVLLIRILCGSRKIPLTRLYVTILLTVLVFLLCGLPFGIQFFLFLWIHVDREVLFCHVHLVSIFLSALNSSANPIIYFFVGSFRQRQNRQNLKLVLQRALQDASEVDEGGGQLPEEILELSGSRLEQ
Active calls of the source: *; i = inactive.

| MrgX1 antag | SMILES |
| --- | --- |
| i | O=C(O)CCn1cc(-c2ccc(F)cc2)nc1-c1ccncc1 |
| i | CCCCCCCNC(=O)C1(CC2CC(c3ccccc3)=NO2)CCN(C(=O)c2ccccc2)CC1 (stereo unspecified) |
| i | CCC(C)CCN1C(N(C)C)=NC[C@@H]1Cc1ccccc1 (stereo partly specified) |
| i | O=C1C=C(O)c2c(O)cccc2C1=O |
| i | C#CCOCCOCCOCCNc1nc(N2CCN(C(=O)CCCCCCCCCCNC(=O)[C@H]([C@@H](C)CC)n3cc(CCCCCN)nn3)CC2)nc(N2CCN(C(=O)CCCCCCCCCCNC(=O)[C@@H]([C@H](C)CC)n3cc(CCCCCN)nn3)CC2)n1 |
| i | COc1ccccc1CNC(=O)c1cc(-c2ccccc2)n(Cc2cc(C)no2)n1 |
| i | NCCCCCc1cn(CC(=O)NCCCCCCCCCCC(=O)N2CCNCC2)nn1 |
| i | C=C/C(C)=C/C[C@H]1C(=C)CCC2[C@](C)(C(=O)O)CCC[C@@]21C (stereo partly specified) |
| i | COc1cc([C@@H]2CC=C(C(=O)O)[C@H](c3ccccc3F)N2S(=O)(=O)c2ccc(C)cc2)cc(OC)c1OC |
| i | O=c1c2ccccc2nc2n1CCc1c-2[nH]c2ccccc12 |
| i | Nc1ccc(C(=O)NCC(=O)O)cc1 |
| i | COc1ccc([C@@H]2CC=C(C(=O)O)[C@H](c3ccccc3)N2S(=O)(=O)c2ccc(C)cc2)cc1OC |
| i | Cc1c(N(C)CS(=O)(=O)O)c(=O)n(-c2ccccc2)n1C |
| i | C#CCOCCOCCOCCNc1nc(N2CCN(C(=O)CCCCCCCCCCNC(=O)[C@@H](CCSC)n3cc(CCO)nn3)CC2)nc(N2CCN(C(=O)CCCCCCCCCCNC(=O)[C@H](CO)n3cc(CCCCCN)nn3)CC2)n1 |
| i | CC1CS(=O)(=O)CCN1N=Cc1ccc([N+](=O)[O-])o1 (stereo unspecified) |
| i | C=CC[N@@+]12CC[C@]34c5ccccc5N5/C=C6\C7N(/C=C(\C53)[C@@H](C[C@@H]41)/C(=C/CO)C2)c1ccccc1[C@@]71CC[N@@+]2(CC=C)C/C(=C\CO)[C@@H]6C[C@@H]12 (stereo partly specified) |
| i | CCOC(=O)[C@H]1[C@H]2COc3ccc(OC)cc3[C@@H]2N2C(=O)c3cc(OC)c(OC)cc3NC(=O)[C@@]12C |
| i | CC1CCN(CC[C@H]2CCCN2S(=O)(=O)c2cccc(O)c2)CC1 |
| i | CC(=O)[C@H]1[C@H]([C@H](O)[C@H](O)CO)O[C@](O)(C(=O)O)C[C@@H]1O |
| i | Cc1ccc(C(=O)CN(CCCC(N)=O)C(=O)c2ccncc2)cc1 |
| i | Cc1ccc(S(=O)(=O)N2[C@@H](c3ccc(Cl)cc3)C(C(=O)O)=CC[C@H]2c2ccc(C(C)C)cc2)cc1 |
| i | C#CCOCCOCCOCCNc1nc(N2CCN(C(=O)[C@H]([C@@H](C)O)n3cc(CCCCN)nn3)CC2)nc(N2CCN(C(=O)[C@H](CCCCN)n3cc(CCC(=O)O)nn3)CC2)n1 |
| i | Cc1ccc(S(=O)(=O)N2[C@@H](c3ccc(Cl)cc3)C(C(=O)O)=CC[C@H]2c2cccc(Cl)c2)cc1 |
| i | Cc1ccccc1S(=O)(=O)N1CC(C(=O)O)=CC[C@H]1c1ccc(Cl)cc1 |
| i | O=C(OCC(O)CO)c1ccccc1Nc1ccnc2cc(Cl)ccc12 (stereo unspecified) |
| i | COc1ccc(C(=O)CN(CCC(=O)O)S(=O)(=O)c2ccc([N+](=O)[O-])cc2)cc1 |
| i | O=C1O[C@H]([C@@H](O)CO)C(O)=C1O |
| i | O=C(O)c1ccccc1Nc1ccccc1 |
| i | COc1ccc(C2=NCCn3nc4ccccc4c32)cc1 |
| i | O=[N+]([O-])c1ccc(CSc2ncnc3c2ncn3[C@@H]2O[C@H](CO)[C@@H](O)[C@H]2O)cc1 |
| i | CC(C)(C)OC(=O)NCCCCCc1cn(CC(=O)NCCCCCCCCCCC(=O)N2CCN(C(=O)OC(C)(C)C)CC2)nn1 |
| i | OC(CCN1CCCCC1)(c1ccccc1)C1C[C@@H]2C=C[C@H]1C2 (stereo partly specified) |
| i | OCc1c[nH]c2ccccc12 |
| i | COc1ccc2c(c1)C(=O)N1[C@H]3c4cc(C)ccc4OC[C@@H]3[C@H](c3ccccc3)[C@]1(C)C(=O)N2 |
| i | C#CCOCCOCCOCCNc1nc(N2CCN(C(=O)CCCCCCCCCCNC(=O)[C@@H](CCC(=O)O)n3cc(CCCCCN)nn3)CC2)nc(N2CCN(C(=O)CCCCCCCCCCNC(=O)[C@H]([C@@H](C)CC)n3cc(CCCCCN)nn3)CC2)n1 |
| i | COc1cc2c(CCNC(C)=O)c[nH]c2cc1Cl |
| i | Cn1c(-c2ccccc2F)cc2onc(-c3ccccc3)c2c1=O |
| i | CC1(C)C(/C=C/C=C/C=C/C=C2\N(CCCCS(=O)(=O)O)c3ccc4ccccc4c3C2(C)C)=[N+](CCCCS(=O)(=O)[O-])c2ccc3ccccc3c21 |
| i | Nc1nc(=S)c2[nH]cnc2[nH]1 |
| i | Cc1ccc(S(=O)(=O)N2[C@@H](c3ccc(Cl)cc3)C(C(=O)O)=CC[C@H]2c2cccc(C)c2)cc1 |
| i | O=C(O)CC(CCc1ccccc1)OC1OC(CO)C(O)C(O)C1O (stereo unspecified) |
| i | O=C1C=CC(=O)N1 |
| i | C#CCOCCOCCOCCNc1nc(N2CCN(C(=O)CCCCCCCCCCNC(=O)[C@H](CCCCN)n3cc(C)nn3)CC2)nc(N2CCN(C(=O)CCCCCCCCCCNC(=O)[C@H](CO)n3cc(CCCSC)nn3)CC2)n1 |
| i | Nc1c(Cl)cc(-c2cn(CCC(=O)O)c(-c3ccc(Cl)nc3)n2)cc1Cl |
| i | CC(C)(Sc1ccc(CCN(CCCCC2CCCCC2)C(=O)NC2CCCCC2)cc1)C(=O)O |
| i | CC(=O)CCc1ccccc1 |
| i | OC[C@H]1O[C@@H](n2cnc3c(NC4CCCC4)nc(Cl)nc32)[C@H](O)[C@@H]1O |
| i | CC(=O)c1ccc2c(c1)N(CCCN1CCC(CCO)CC1)c1ccccc1S2 |
| i | COc1cccc([C@@H]2CC=C(C(=O)O)[C@H](c3ccc(Cl)cc3)N2S(=O)(=O)c2ccc(C)cc2)c1 |
| i | C/C(=C\c1ccc(C(=O)O)cc1)c1ccc2c(c1)C(C)(C)CCC2(C)C |
| i | CCCCC/C=C\C/C=C\C/C=C\C/C=C\CCCC(=O)O |
| i | OCC[C@H]1C[C@@H](O)[C@H](O)[C@@]2(Cc3ccccc3CO2)O1 |
| i | COC(=O)[C@@H]1C[C@@H](c2ccccc2)[C@H](C)C1(C)C |
| i | Nc1nc(N)nc(-c2cc(C(F)(F)F)ccc2Cl)n1 |
| i | CCOC(=O)C(C)(C)Oc1ccc(Cl)cc1 |
| i | CC12CCC3c4ccc(O)cc4CCC3C1CCC2=O (stereo unspecified) |
| i | CCC(C)CCN1CCN=C1Nc1ccccc1 (stereo unspecified) |
| i | NC(=O)c1cc([N+](=O)[O-])c(Cl)cc1NCc1ccncc1 |
| i | C#CCOCCOCCOCCNc1nc(N2CCN(C(=O)CCCCCCCCCCNC(=O)[C@@H](CCC(=O)O)n3cc(CCCCCN)nn3)CC2)nc(N2CCN(C(=O)CCCCCCCCCCNC(=O)[C@H](CO)n3cc(CCCSC)nn3)CC2)n1 |
| i | CC1CCCCN1C(=O)c1ccc(C(=O)Nc2ccc(F)cc2)cc1 (stereo unspecified) |

(more compounds)
| MrgX1 antag | SMILES |
| --- | --- |
| i | Cc1cccc(CCN2C(Nc3ccccc3)=NC[C@@H]2C)c1 |
| i | CN1CCN(C2Cc3ccccc3Sc3ccc(Cl)cc32)CC1 (stereo unspecified) |
| i | O=c1cc(-c2ccc(O)cc2)oc2c(C3O[C@H](CO)[C@@H](O)[C@H](O)[C@H]3O)c(O)cc(O)c12 (stereo partly specified) |
| i | CCN1C(=O)[C@H]2[C@@H](c3ccc(C)cc3)N3C(=O)N(c4cccc(Cl)c4)C(=O)[C@@]3(C)[C@H]2C1=O |
| i | O=C(O)C1(O)C[C@H](O)C(O)[C@@H](O)C1 (stereo partly specified) |
| i | O=C(c1ccc(F)cc1)N1CCCC(c2nc(-c3ccncc3)no2)C1 (stereo unspecified) |
| i | CCC1OC(=O)C(C)C(OC2C[C@@](C)(OC)C(O)C(C)O2)C(C)C(O[C@@H]2OC(C)CC(N(C)C)C2O)[C@](C)(O)CC(C)C(=NOCOCCOC)C(C)C(O)[C@]1(C)O (stereo partly specified) |
| i | C[n+]1cccc(C(=O)[O-])c1 |
| i | CCSc1ccc2c(c1)N(CCCN1CCN(C)CC1)c1ccccc1S2 |
| i | Cc1ccc2c(c1)[C@H]1[C@H](CO2)[C@H](c2ccccc2)[C@]2(C)C(=O)Nc3cc(Cl)ccc3C(=O)N12 |
| i | O=C(O)c1ccccc1-c1c2cc(I)c(=O)c(I)c-2oc2c(I)c(O)c(I)cc12 |
| i | N=C(N)c1ccc(N)cc1 |
| i | Cc1ccc(CNCc2cc(Cl)ccc2O)cc1 |
| i | CCC(C)(C)C1CCc2[nH]nc(C(=O)NCCCNC(=O)OC(C)(C)C)c2C1 (stereo unspecified) |
| i | COCCNCc1ccccc1[N+](=O)[O-] |
| i | Cc1ccc(S(=O)(=O)N2[C@@H](c3ccccc3F)C(C(=O)O)=CC[C@H]2c2ccc(Cl)c(Cl)c2)cc1 |
| i | COc1ccc2c(c1)[C@H]1[C@H](CO2)[C@H](c2ccccc2)[C@]2(C)C(=O)Nc3cc(F)c(F)cc3C(=O)N12 |
| i | Cc1cccc(C)c1NC(=O)CN1CCN(CCCC(c2ccc(F)cc2)c2ccc(F)cc2)CC1 |
| i | OCC[C@H]1C[C@H](O)[C@@H](O)[C@@]2(Cc3ccccc3CCO2)O1 |
| i | C#CCOCCOCCOCCNc1nc(N2CCN(C(=O)CCCCCCCCCCNC(=O)[C@H](CCCCN)n3cc(C[C@@H](C)CC)nn3)CC2)nc(N2CCN(C(=O)CCCCCCCCCCNC(=O)[C@@H]([C@H](C)O)n3cc(C)nn3)CC2)n1 |

Some of these compounds in order of molar mass, low to high:
| MrgX1 antag | SMILES |
| --- | --- |
| i | N=C(N)c1ccc(N)cc1 |
| i | CC(=O)CCc1ccccc1 |
| i | Nc1ccc(C(=O)NCC(=O)O)cc1 |
| i | O=C(O)c1ccccc1Nc1ccccc1 |
| i | COC(=O)[C@@H]1C[C@@H](c2ccccc2)[C@H](C)C1(C)C |
| i | OCC[C@H]1C[C@@H](O)[C@H](O)[C@@]2(Cc3ccccc3CO2)O1 |
| i | Cc1cccc(CCN2C(Nc3ccccc3)=NC[C@@H]2C)c1 |
| i | C=C/C(C)=C/C[C@H]1C(=C)CCC2[C@](C)(C(=O)O)CCC[C@@]21C (stereo partly specified) |
| i | O=C(O)CCn1cc(-c2ccc(F)cc2)nc1-c1ccncc1 |
| i | Cc1ccc(C(=O)CN(CCCC(N)=O)C(=O)c2ccncc2)cc1 |
| i | O=C(O)CC(CCc1ccccc1)OC1OC(CO)C(O)C(O)C1O (stereo unspecified) |
| i | OC[C@H]1O[C@@H](n2cnc3c(NC4CCCC4)nc(Cl)nc32)[C@H](O)[C@@H]1O |
| i | CCC(C)(C)C1CCc2[nH]nc(C(=O)NCCCNC(=O)OC(C)(C)C)c2C1 (stereo unspecified) |
| i | COc1ccccc1CNC(=O)c1cc(-c2ccccc2)n(Cc2cc(C)no2)n1 |
| i | Nc1c(Cl)cc(-c2cn(CCC(=O)O)c(-c3ccc(Cl)nc3)n2)cc1Cl |
| i | COc1ccc2c(c1)[C@H]1[C@H](CO2)[C@H](c2ccccc2)[C@]2(C)C(=O)Nc3cc(F)c(F)cc3C(=O)N12 |
| i | Cc1ccc(S(=O)(=O)N2[C@@H](c3ccc(Cl)cc3)C(C(=O)O)=CC[C@H]2c2ccc(C(C)C)cc2)cc1 |
| i | CCC1OC(=O)C(C)C(OC2C[C@@](C)(OC)C(O)C(C)O2)C(C)C(O[C@@H]2OC(C)CC(N(C)C)C2O)[C@](C)(O)CC(C)C(=NOCOCCOC)C(C)C(O)[C@]1(C)O (stereo partly specified) |

The list goes on.
| MrgX1 antag | SMILES |
| --- | --- |
| i | CCOC(=O)[C@H]1[C@H]2COc3ccccc3[C@@H]2N2C(=O)c3ccc(C)cc3NC(=O)[C@@]12C |
| i | C[C@@H]1CC(=O)[C@H]2CC(CO)=CCC[C@@H]2[C@@]1(C)CC/C(=C/CO)CO |
| -12.6* | O=C1C(SCCO)=C(SCCO)C(=O)c2ccccc21 |
| i | Cc1cc(O)cc2c1O[C@@](C)(CCC[C@@H](C)CCC[C@@H](C)CCCC(C)C)CC2 |
| i | CN(C)C1=NC[C@H](Cc2ccccc2)N1CCC1CCCC1 |
| i | CCOC(=O)[C@H]1[C@H]2COc3ccc(OC)cc3[C@@H]2N2C(=O)c3cc(OC)ccc3NC(=O)[C@@]12C |
| i | CCCCCCCNC(=O)C1(CC2CC(c3cccc(Br)c3)=NO2)CCN(C(=O)C2(C)CC2)CC1 (stereo unspecified) |
| i | O=C(O)[C@H]1CCCN1S(=O)(=O)c1cccc2cccnc12 |
| i | COc1cccc(NC(=O)c2ccccc2)c1 |
| i | O=S(=O)(c1cccc2ccccc12)N1CCSC1 |
| i | NC(=O)c1cc([N+](=O)[O-])ccc1NCc1cnccn1 |
| i | CCC(C)(C)C1CCc2[nH]nc(C(=O)NCc3ccc(Cl)cc3)c2C1 (stereo unspecified) |
| i | OCC[C@H]1C[C@H](O)[C@@H](O)[C@]2(Cc3ccccc3CCO2)O1 |
| i | O=[N+]([O-])c1ccccc1CNCCCCCO |
| i | C=CCOCCn1[nH]c2ccccc2c1=O |
| i | CCOC(=O)[C@H]1[C@H]2COc3ccccc3[C@@H]2N2C(=O)c3cc(C)ccc3NC(=O)[C@@]12C |
| i | O=C1CC(c2ccc(O)c(O)c2)Oc2c1ccc(O)c2O (stereo unspecified) |
| i | C[C@]1(OC(=O)/C=C/c2ccccc2)C[C@@H](O)[C@]2(O)C=CO[C@@H](O[C@@H]3O[C@H](CO)[C@@H](O)[C@H](O)[C@H]3O)[C@@H]21 |
| i | N#Cc1ccc(C(=O)Nc2cc(-c3ccccc3)nn2-c2ccccc2)cc1 |
| i | OCC[C@H]1C[C@@H](O)[C@H](O)[C@]2(CCc3ccccc3O2)O1 |
| i | CCc1ccc(Nc2n[n+](-c3ccccc3)c(-c3cccc(Cl)c3Cl)s2)cc1 |

The list is partial; the hit share may differ from the screen's.
